Bioassay records deposited in PubChem by National Center for Advancing Translational Sciences (NCATS).
TCR act – T cell receptor activation. primary human leukocytes, anti-CD3, IL-2 HTRF, 48 h. Potency, µM (titrated, usually from 9.22 µM), inactives show at the highest dose activation of IL-2 secretion, most hits filed as activators. 330,000 tested, under 10 active; note: % of control where 0% means no effect
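Primary human leukocytes incubated 48 hr with anti-CD3 beads plus compound, without co-stimulation. Secreted IL-2 measured by HTRF (europium cryptate/d2 anti-IL-2 pair, 320 nm excitation, 665 nm emission).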
ELG1 DNA repair – inhibitors of ELG1-dependent DNA repair in HEK293T cells; HEK293T ELG1-luciferase reporter, luminescence, 16 h; DNA damage induced by 5-fluorouridine; Potency, µM (titrated, usually from 46.1 µM), without a hit: at the highest dose activity change, negative = inhibition, actives largely listed as inhibitors; 330,000 compounds, 2.3% hits; note: potency is the fitted concentration of half-maximal effect; % is set by controls: 0 for no effect and ±100 for the full control effect; nearly all actives have a fitted effect of over 55% in size
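Overnight (16 hr) co-exposure of 2,000 cells/well to 5-fluorouridine and compound at 37 °C preceded detection. Luciferase was quantified via ONE-Glo luminescence; loss of signal denotes inhibition.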
uPA surface inh – cell surface uPA generation inhibition; cell surface uPA generation assay, qHTS; Potency, µM (doses to about 38.3 µM), for the others: top-dose activity change, negative = inhibition, most hits filed as inhibitors; 330,000 compounds, 0.31% hits; AID 540303; active = well fitted inhibition curve with a large enough effect; inconclusive = small, poorly fitted or top-dose-only effect; inactive = no such curve, though single readings can be large or run the other way; tested in mouse RAW 264.7 cells; note: potency is the fitted concentration of half-maximal effect; % is set by controls: 0 for no effect and ±100 for the full control effect; nearly all actives have a fitted effect of over 55% in size
TSG101-PTAP inh – blocks PTAP/TSG101 interaction to inhibit HIV-1 budding | Q99816 | Fluorescence polarization, FITC-PTAP peptide / Tsg101 binding | Potency, µM (series often up to 115 µM), for inactives: at the highest dose activity change, negative = inhibition, actives largely listed as inhibitors | 340,000 tested, under 10 active; active = well fitted inhibition curve with a large enough effect in the main read-out, with a control signal flat, not every such curve was filed as active; inconclusive = small, poorly fitted or top-dose-only effect, or effect the other way, or a change in a side signal; inactive = no such curve, though single readings can be large or run the other way; note: potency is the fitted concentration of half-maximal effect; % of control where 0% means no effect
Target sequence (Q99816 whole entry, looked up): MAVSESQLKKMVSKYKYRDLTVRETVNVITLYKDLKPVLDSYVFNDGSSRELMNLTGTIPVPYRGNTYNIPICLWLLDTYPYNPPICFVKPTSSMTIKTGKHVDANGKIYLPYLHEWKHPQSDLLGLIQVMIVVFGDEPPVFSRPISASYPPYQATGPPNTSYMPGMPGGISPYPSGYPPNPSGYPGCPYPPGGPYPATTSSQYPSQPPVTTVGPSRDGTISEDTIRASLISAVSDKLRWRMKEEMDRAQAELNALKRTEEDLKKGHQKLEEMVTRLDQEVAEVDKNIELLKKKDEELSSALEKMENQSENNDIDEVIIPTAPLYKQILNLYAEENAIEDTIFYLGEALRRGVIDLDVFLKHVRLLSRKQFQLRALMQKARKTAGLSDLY
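Steps: Tsg101 binding domain dispensed (10 uM final), compounds pinned in DMSO, FITC-labeled PTAP-motif peptide added (50 nM final); after 20 min binding at room temperature, polarization measured.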
B2AR arrestin – agonists driving beta-arrestin recruitment to human beta2-adrenergic receptor; beta-arrestin recruitment to beta2AR, cell-based reporter; Potency, µM (highest dose often 46.1 µM), for the others: at the top dose activation, hits mostly activators; 330,000 compounds, 0.02% hits; AID 492947;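 note: potency is the fitted concentration of half-maximal effect; 0% = DMSO controls and full agonism = EC100 isoproterenol or metaproterenol; nearly all actives have a fitted effect of over 65% in size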
Chronic BCR inh – inhibitors of chronic active B-cell receptor signaling; Potency, µM (titrated, usually from 46.1 µM), inactives show at the highest dose ratio change, negative = lower green/red ratio, actives largely listed as inhibitors; AID 493014; ABC-DLBCL IkBa-CBG/CBR reporter, luminescence ratio, 4 h; 340,000 compounds, 0.05% hits; active = well fitted inhibition curve with a large enough effect in the signal ratio, with a control signal flat, not every such curve was filed as active; inconclusive = small, poorly fitted or top-dose-only effect, or effect the other way, or a change in a side signal; the % refers to the signal ratio;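 note: potency is the fitted concentration of half-maximal effect; plate controls were basal doxycycline-induced cells for no effect and cells given 10 µM MG132 for full effect; MG132 reads +100%, hits lower the ratio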
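Cell line TMD8 (human ABC DLBCL), stably expressing tet-inducible CBG68-IkBa fusion and CBR; IMDM/0.5% FBS; cpd up to 46 uM; dox induction, 4 h, 37C/5% CO2; dual luminescence; green/red ratio; MG132 control.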
TSHR antag – human thyrotropin receptor antagonism. TSHR-expressing cells, TSH-stimulated cAMP HTRF, 2 h; hits give low values. activity change, negative = inhibition, % at 11.5 µM. 330,000 compounds, 0.2% hits;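 active = activity change below a set negative limit, meaning inhibition stronger than a set level, cut at about -70% in these data; inconclusive = activity change between two set negative limits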; note: % is set by controls: 0 for no effect and ±100 for the full control effect
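Cell-based HTRF cAMP assay; TSHR cells + compound, TSH EC80 (4nM final), 2 h, 37 deg C. Lysis with anti-cAMP cryptate and cAMP-d2, 30 min RT, read 665/620 nm.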
Mito fusion yeast – inhibitors of mitochondrial division or activators of mitochondrial fusion. S. cerevisiae fusion-defective mutant growth rescue, CellTiterGlo 48 h. Potency, µM (doses to about 46.1 µM), for the others: at the highest dose growth rescue (activation), hits mostly activators. 320,000 compounds, 0.23% hits. AID 485298;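 note: potency is the fitted concentration of half-maximal effect; % of control where 0% means no effect; nearly all actives have a fitted effect of over 45% in size; temperature-sensitive fusion mutants such as fzo1-1 at 37 °C on non-fermentable ethanol glycerol medium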
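Yeast fusion mutant, YPEG (non-fermentable carbon), compound, 48 h at 37C non-permissive; CellTiterGlo added, 10 min RT, luminescence read. Rescued growth = division inhibition.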
Tb PFK inh – blocks T. brucei phosphofructokinase | O15648 | T. brucei PFK, ADP-Glo luminescence | Potency, µM (series often up to 57.5 µM), for inactives: at the highest dose activity, negative = inhibition, hits mostly inhibitors | 330,000 compounds, 0.17% hits | AID 485367;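 note: potency is the fitted concentration of half-maximal effect; 0% = uninhibited 1x PFK enzyme wells and -100% = no-enzyme wells; nearly all actives have a fitted effect of over 60% in size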
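1.25 nM PFK with 0.5 mM F6P and 0.1 mM ATP in 0.1 M TEA pH 8.0, 5 mM MgCl2, incubated 45 min at room temperature; ADP measured by ADP-Glo luminescence; compounds titrated up to 57 uM.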
USP2a block – USP2a (human) protease inhibition. O75604. USP2 core, Ub-CHOP2 coupled fluorogenic reporter, 485/531. Potency, µM (titrated, usually from 38.3 µM), for the others: at the highest dose activity change, negative = inhibition, hits mostly inhibitors. 330,000 compounds, 0.01% hits;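 note: potency is the fitted concentration of half-maximal effect; plate controls were DMSO wells for no effect and full inhibition by NEM control for full effect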
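USP2 core (10nM final) preincubated 30min RT with compound in 20mM Tris-HCl pH 8.0, 2mM CaCl2, 2mM beta-mercaptoethanol, 0.05% CHAPS; 25nM Ub-CHOP2 plus 25nM reporter substrate added, fluorescence (Ex485/Em531) read after 60min.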
Eya2 inh – inhibitors of human Eya2 phosphatase activity; recombinant Eya2, OMFP fluorescence dephosphorylation (OMFP is methylfluorescein phosphate); Potency, µM (doses to about 76.9 µM), without a hit: at the top dose activity, negative = inhibition, most hits filed as inhibitors; 330,000 compounds, 0.006% hits; note: potency is the fitted concentration of half-maximal effect; % is set by controls: 0 for no effect and ±100 for the full control effect
Target sequence (O00167 whole entry, looked up): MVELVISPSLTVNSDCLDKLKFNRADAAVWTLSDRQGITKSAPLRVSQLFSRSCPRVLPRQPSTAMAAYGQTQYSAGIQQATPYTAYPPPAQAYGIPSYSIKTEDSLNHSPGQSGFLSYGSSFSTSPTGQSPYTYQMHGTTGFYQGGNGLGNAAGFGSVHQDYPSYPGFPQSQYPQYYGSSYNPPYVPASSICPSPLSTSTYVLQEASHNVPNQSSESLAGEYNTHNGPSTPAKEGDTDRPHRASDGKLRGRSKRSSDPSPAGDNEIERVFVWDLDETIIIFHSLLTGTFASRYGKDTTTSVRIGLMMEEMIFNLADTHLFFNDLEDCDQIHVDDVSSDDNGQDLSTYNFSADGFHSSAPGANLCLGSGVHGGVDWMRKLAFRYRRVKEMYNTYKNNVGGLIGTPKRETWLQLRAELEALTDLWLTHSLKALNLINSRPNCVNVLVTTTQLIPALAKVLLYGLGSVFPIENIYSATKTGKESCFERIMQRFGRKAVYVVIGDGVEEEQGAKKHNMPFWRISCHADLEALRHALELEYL
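Eya2 (0.2 uM) preincubated 10 min at ambient with compound, then OMFP substrate added at 50 uM; 10 min reaction in 50 mM HEPES pH 7.5, 50 mM NaCl, 5 uM MgCl2, 0.05% BSA, 1 mM DTT. Fluorescence read at Ex 485/Em 525 nm.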
* marks the source's active call; other numbers are inactive results; u = inconclusive; x = no result given; [ ] = another dose, or the depositor's remark. Unless noted, calls come from the whole dose curve; as a rule, active = well fitted curve in the direction sought with a large enough effect; inconclusive = small, poorly fitted or top-dose-only effect, or another doubt; inactive = no such curve, though single readings can be large; an effect the other way counts as inactive or inconclusive. No enrichment for hits; any-hit rate near 3%.

SMILES	TCR act	ELG1 DNA repair	uPA surface inh	TSG101-PTAP inh	B2AR arrestin	Chronic BCR inh	TSHR antag	Mito fusion yeast	Tb PFK inh	USP2a block	Eya2 inh
CC1CCN(C(=O)CSc2nc3c(c(=O)n2C)SC(C)C3)CC1 (stereo unspecified)	-3%	-2%	-4%	-1%	0.0%	u	-9	-2%	0%	-1%	-6%
Cc1ccc(C2C(C(=O)c3cccs3)=C(O)C(=O)N2CCN2CCOCC2)o1 (stereo unspecified)	-13%	22%	-3%	0%	-0.6%	12%	39	13%	-8%	-2%	-28%
CSc1ncccc1C(=O)OCC(=O)NC12CC3CC(CC(C3)C1)C2	-1%	-2%	-4%	-1%	-0.4%	-18%	-21	x	0%	0%	-2%
COc1cc2c(cc1OC)CN(C(=O)COc1ccc(C)c(C)c1)CC2	0%	18µM*	-2%	-3%	-0.5%	u	0	8%	-15%	2%	-24%
CC(C)(C)C(=O)/C(C#N)=C/c1cccs1	-2%	-5%	3%	-3%	-0.4%	0%	-5	-1%	4%	7%	-23%
CCOc1ccc(S(=O)(=O)N2CCC(C(=O)NCc3ccco3)CC2)cc1	6%	-10%	-10%	-1%	-0.5%	3%	25	-2%	0%	-2%	0%
CC1Cc2nc(SCC(=O)Nc3nccs3)n(Cc3ccccc3)c(=O)c2S1 (stereo unspecified)	0%[46.1 µM]	u	14%	-1%	-0.8%	2%	2	0%	0%	-4%	-1%
CCN(CCn1cccn1)C(=O)CCc1nnc(-c2ccccc2)o1	3%	u	8%	-2%	-0.4%	-3%	18	-1%	-5%	1%	-1%
CSc1ccccc1NS(=O)(=O)c1ccccc1	-2%	-14%	1%	0%	0.0%	4%	-9	-3%	-4%	1%	-4%
Cc1ccc(S(=O)(=O)NC(C)C(=O)Nc2ccc(C(N)=O)cc2)cc1 (stereo unspecified)	6%	-1%	-1%	-7%	0.0%	-1%	-10	-2%	3%	0%	3%
CCOC(=O)NC(=O)/C(C#N)=C\NNc1ncc(C(F)(F)F)cc1Cl	-15%	6%	5%	-3%	0.1%	6%	-4	-1%	-2%	9%	-4%
O=C(Cc1cccc(NC(=O)C2CCCN(C(=O)C3CCC3)C2)c1)Nc1cccc(C(=O)N2CCCC2)c1 (stereo unspecified)	6%	-18%	-3%	x	0.1%	0%	7	-13%	-1%	-1%	-2%
COC(=O)c1c(-c2ccc3ccccc3c2)csc1NC(=O)Cc1ccc(OC)c(OC)c1	0%	u	-12%	-5%	-0.7%	u	-14	7%	-2%	5%	-6%
Cc1snc(S(=O)(=O)Cc2c(Cl)cccc2Cl)c1C#N	-5%	-8%	-5%	-1%	-0.2%	2%	-8	-1%	-8%	2%	10%
CN(C)C(=O)CCc1ccc2c3c([nH]c2c1)[C@]1(CCc2ccccc2)[C@@H](C(=O)N2CCCCC2)C[C@H](CC(=O)NCCc2ccccn2)C(=O)N1CC3	-1%[46.1 µM]	1%	-15%	-7%	-0.3%	-1%	1	x	0%	0%	3%
O=C1COc2ccc(C(=O)COC(=O)c3ccccc3F)cc2N1	5%	u	6%	2%	-0.3%	u	x	x	-2%	3%	5%
COc1ccc(C2(C(=O)Nc3ccc(S(=O)(=O)Nc4nc(C)cc(C)n4)cc3)CCCC2)cc1OC	-5%[46.1 µM]	4%	-4%	0%	-0.2%	1%	-2	-1%	13%	1%	-2%
COc1cc(CCCN2C(=S)NC[C@@H]2CCCCN)cc(OC)c1OC	10%	3%	13%	-6%	-0.3%	6%	-4	-4%	-6%	1%	12%
CC(=O)Nc1ccc(S(=O)(=O)NNC(=S)NCc2ccco2)cc1	7%	12%	u	-3%	-0.5%	8%	5	1%	2%	7%	1%
CCNC(=O)c1cc(S(=O)(=O)N2CCSCC2)ccc1OC	-1%	14%	2%	-1%	0.0%	-4%	-3	2%	-7%	-4%	6%
Cc1cc(NC(=O)CCC(=O)N(c2ccccc2)C(C(=O)NCC2CCCO2)c2cccnc2)no1 (stereo unspecified)	-1%	u	-5%	-2%	-0.9%	u	-1	0%	-2%	1%	-2%
COc1ccccc1C(=O)Nc1nnc(-c2ccc(F)cc2)o1	-4%	3%	3%	1%	0.0%	x	-2	-4%	3%	0%	15%
COc1ccccc1C(CNC(=O)c1ccc(S(=O)(=O)NCc2ccco2)cc1)N(C)C (stereo unspecified)	-2%	9%	4%	1%	-1.0%	5%	3	-4%	-3%	2%	4%
CC1CCN(c2c(NCC3CCC(C(=O)N4CCCC(C)C4)CC3)c(=O)c2=O)CC1 (stereo unspecified)	0%	u	10%	0%	0.0%	-1%	-2	2%	3%	-1%	-5%
COc1ccc(NS(=O)(=O)c2cc(NC(=O)C3CCCO3)ccc2N2CCCC2)cc1 (stereo unspecified)	1%	-18%	-2%	-2%	-0.1%	0%	-10	3%	1%	1%	0%
O=C(COC(=O)CN1C(=O)COc2ccccc21)NC1CCCCC1	x	22%	-2%	0%	-2.1%	-5%	2	4%	1%	-2%	-28%
CCCCn1c(=O)n(Cc2cccc(F)c2)c(=O)c2c1ncn2Cc1ccco1	0%	u	0%	-8%	-0.8%	u	-1	26%	5%	-4%	-20%
CC1CCN(C(=O)c2cc(-c3ccccc3O)on2)CC1	-6%	u	4%	-6%	0.1%	u	-4	16%	-2%	1%	-8%
COc1cc(S(=O)(=O)NC2CCCC2)ccc1-n1cnnn1	15%	-5%	0%	-1%	0.8%	0%	-5	1%	-1%	4%	-10%
S=C(NN=C1C2CC3CC(C2)CC1C3)Nc1ccccc1	-12%	0%	2%	0%	-0.1%	u	-10	-6%	6%	1%	-13%
COc1ccc(-c2ccc(Nc3ccc(S(=O)(=O)N4CCCC4)cc3)nn2)cc1OC	-6%[46.1 µM]	23µM*	x	2%	0.1%	-10%	-10	-2%	-1%	-6%	-10%
CC(OC(=O)CCCN=C1NS(=O)(=O)c2ccccc21)C(=O)Nc1ccc(F)cc1Cl (stereo unspecified)	-2%	15%	2%	-4%	2.8%	0%	4	-6%	-3%	3%	5%
CCOC(=O)C1=C(c2ccccc2)OC(N)=C(C#N)C1c1ccc(Cl)s1 (stereo unspecified)	-1%	19%	4%	2%	7.1%	u	-12	-2%	0%	0%	-11%
COc1cc(OC)c2ccc(=O)oc2c1C(CC(=O)N1CCCC1)c1ccc2c(c1)OCO2 (stereo unspecified)	1%	0%	9%	x	0.4%	-21%	-4	21%	-6%	0%	-2%
CC(Oc1cccc(Cl)c1)C(=O)Nc1nc(-c2ccccn2)cs1 (stereo unspecified)	1%	u	-10%	4%	4.5%	u	-32	u	-7%	-4%	1%
Cc1cccc(N=C2NC(=O)/C(=C3/C(=O)N(C)c4ccccc43)S2)c1C	1%	u	1%	-6%	-0.7%	-2%	-12	7%	-2%	1%	27%
O=c1nc(N/N=C/c2ccco2)cn[nH]1	-1%	6%	-1%	1%	0.0%	10%	0	18%	u	2%	3%
COc1ccc(CC(=O)Nc2cccc(-c3ccc4nnc(C)n4n3)c2)cc1OC	1%	u	-5%	-1%	0.4%	u	0	-3%	-2%	-1%	0%
Cc1ccc(NC(=O)C/C(N)=N/OC(=O)Nc2cccc(C)c2)cc1	x	u	3%	1%	0.0%	7%	6	0%	-7%	2%	10%
O=C(O)Cc1csc(Nc2cccc(Cl)c2)n1	1%[46.1 µM]	u	-2%	-5%	0.8%	u	1	2%	-5%	3%	0%
CCn1c(CC(=O)Nc2ccccc2)nnc1SCC(=O)NC1=NCCS1	-22%	6%	-5%	0%	-0.4%	0%	12	-10%	0%	0%	-5%
CC(=O)N=C1SC2CS(=O)(=O)CC2N1c1ccc(-c2nc3ccc(C)cc3s2)cc1 (stereo unspecified)	-7%[46.1 µM]	u	x	x	-0.7%	u	-8	3%	-9%	0%	-18%
Cc1ccc(-c2nc(CN(C)Cc3cccc4cnccc34)c(C)o2)s1	1%	u	5%	-1%	4.4%	u	-2	-1%	-2%	-1%	u
CCN(CC)C(=O)Cn1cc(S(=O)(=O)CC(=O)Nc2ccc(C(N)=O)cc2)c2ccccc21	10%	3%	10%	-2%	-0.1%	1%	1	0%	u	0%	1%
